SENP8 block-1: human SENP8 protease inhibitors, primary screen, biochemical, fluorescence, Nedd8 protein substrate, uHTS; inhibition, % at 20 µM; 360,000 tested, 0.64% active; Sentrin-specific protease 8 (Homo sapiens), Q96LD8; recombinant SENP8; AID 602440, 2012; in the data active means inhibition mostly above about 40%, no sharp cut-off; inactive means mostly below about 27%
Target sequence (Q96LD8 whole entry, looked up): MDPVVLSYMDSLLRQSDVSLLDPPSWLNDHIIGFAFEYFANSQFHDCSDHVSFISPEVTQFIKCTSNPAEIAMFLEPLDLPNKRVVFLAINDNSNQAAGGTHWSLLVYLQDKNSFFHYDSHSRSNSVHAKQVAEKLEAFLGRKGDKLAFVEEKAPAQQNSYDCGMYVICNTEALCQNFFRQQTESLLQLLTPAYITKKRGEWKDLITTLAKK
Apaf-1 inh: inhibitors of human Apaf-1 apoptosome, primary screen, biochemical, DEVD-Rh110 fluorescence, uHTS | reconstituted apoptosome caspase-3 activity | inhibition, % at 20 µM | 330,000 tested, 0.71% active; active means inhibition of at least 40% at 20 µM;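 further: plate controls were DMSO wells for no effect and DEVD-CHO caspase inhibitor wells for full effect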
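System: Apoptosome proteins | Medium: Hepes pH 7.5 with detergent and BSA | Also added: Cytochrome c trigger plus (Z-DEVD)2-Rh110 caspase-3 substrate | Incubation: 30 min compound preincubation, 50 min activation, room temperature | Detection: Rhodamine 110 fluorescence at Ex 480/Em 540 nm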
PfG6PD inh: PfG6PD enzyme inhibitors, primary screen, biochemical, fluorescence intensity, uHTS; PfGluPho enzyme, NADPH resazurin-diaphorase fluorescence; inhibition, % at 20 µM; 350,000 tested, 0.78% active; AID 504690, 2011;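 active means inhibition reaching at least a set limit at 20 µM in the primary screen, cut at about 59% in these data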;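 further: 0% = DMSO wells with substrate and 100% = DMSO wells lacking glucose-6-phosphate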
SENP8 block-2: SENP8 protease inhibitors, primary screen, biochemical, luminescence | Sentrin-specific protease 8 (Homo sapiens), Q96LD8 | 330,000 tested, 1.2% active | inhibition, % at 10 µM | AID 2540, 2010 | purified SENP8, Z-RLRGG-aminoluciferin cleavage; in the data active means inhibition above about 50%
HKDC1 inhibitor: HKDC1 hexokinase inhibitors, primary screen, biochemical, fluorescence, uHTS; Q2TB90; recombinant HKDC1, G6PDH/diaphorase resazurin coupled fluorescence; inhibition, % at 20 µM; 340,000 tested, 0.16% active; AID 493160, 2011;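 active means inhibition above about 35% when tested at 20 µM, limit read from the data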;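 further: plate controls were DMSO wells with enzyme for no effect and DMSO wells lacking enzyme for full effect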
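Material – in-house recombinant HK5 (HKDC1) enzyme · Quantity – HKDC1 at 5 µg/mL · Buffer or medium – pH 8.0 Tris buffer with 10 mM MgCl2 · Reagent – glucose with 1 mM ATP · Dosing – single 20 µM dose · Times – reaction time 90 min, room temperature, protected from light · Technique – resorufin fluorescence at 613 nm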
SENP7 block: SENP7 protease inhibitors, primary screen, biochemical, luminescence, uHTS; AID 434973, 2010; Sentrin-specific protease 7 (Homo sapiens), Q9BQF6; 330,000 tested, 1.5% active; inhibition, % at 5 µM; recombinant SENP7, Z-RLRGG-aminoluciferin luminescence, 40 min;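 active means inhibition above about 50% at the single test dose, limit read from the data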;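 further: plate controls were DMSO with enzyme for no effect and no enzyme buffer wells for full effect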
SENP1 FRET inh: human SENP1 catalytic domain inhibitors, primary screen, biochemical, FRET, uHTS; inhibition, % at 10 µM; 360,000 tested, 0.21% active; recombinant SENP1 catalytic domain, CyPet-SUMO1-YPet FRET cleavage; AID 624204, 2012; Sentrin-specific protease 1 (Homo sapiens), Q9P0U3;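 active means inhibition at least 30% at 10 µM, raw YFP signal under a set limit, fluorescence ratio 0.5 to 1.5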;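 further: 0% = enzyme with DMSO and 100% = no enzyme wells; some results filed as inactive read as strong as hits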
Target sequence (Q9P0U3 419-644 limits assumed): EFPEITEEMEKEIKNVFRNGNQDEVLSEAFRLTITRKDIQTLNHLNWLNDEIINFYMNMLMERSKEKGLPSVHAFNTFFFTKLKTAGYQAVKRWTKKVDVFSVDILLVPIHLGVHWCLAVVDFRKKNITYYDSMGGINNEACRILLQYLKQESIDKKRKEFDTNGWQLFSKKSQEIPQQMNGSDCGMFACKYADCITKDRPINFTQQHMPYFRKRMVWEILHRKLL
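Assay system: hSENP1 catalytic domain, recombinant. Amount: SENP1 enzyme, 20 pM final. Schedule: 50 min reaction, RT, dark. Technique: FRET, CFP and YFP emission. Control set: no-enzyme wells low, DMSO-plus-enzyme wells high control.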
SENP6 block: SENP6 protease inhibitors, primary screen, biochemical, luminescence, uHTS; Recombinant SENP6 catalytic domain, aminoluciferin luminescence; 330,000 tested, 1.8% active; AID 2599, 2010; Sentrin-specific protease 6 (Homo sapiens), Q9GZR1; inhibition, % at 10 µM;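 active means inhibition above about 50% at the single tested dose, limit read from the data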;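 further: plate controls were DMSO wells with enzyme for no effect and DMSO wells lacking enzyme for full effect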
Target sequence (Q9GZR1 628-1112 limits assumed): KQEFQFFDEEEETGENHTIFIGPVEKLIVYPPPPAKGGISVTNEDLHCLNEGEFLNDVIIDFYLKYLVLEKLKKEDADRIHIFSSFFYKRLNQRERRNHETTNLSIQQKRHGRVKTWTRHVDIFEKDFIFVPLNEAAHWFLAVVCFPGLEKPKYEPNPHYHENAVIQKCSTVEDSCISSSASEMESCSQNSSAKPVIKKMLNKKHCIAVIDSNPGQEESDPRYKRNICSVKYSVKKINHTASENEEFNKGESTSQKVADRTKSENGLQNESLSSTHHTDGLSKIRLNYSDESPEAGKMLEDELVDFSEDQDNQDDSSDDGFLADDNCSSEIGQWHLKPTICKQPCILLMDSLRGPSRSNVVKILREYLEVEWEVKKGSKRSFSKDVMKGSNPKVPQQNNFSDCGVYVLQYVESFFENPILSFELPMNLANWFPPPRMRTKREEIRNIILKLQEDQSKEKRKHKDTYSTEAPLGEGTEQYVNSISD
The depositor's hits bear a star; i = inactive; . = no result given. Compounds were not picked by outcome (roughly 3.6% active in at least one column).

SMILES	SENP8 block-1	Apaf-1 inh	PfG6PD inh	SENP8 block-2	HKDC1 inhibitor	SENP7 block	SENP1 FRET inh	SENP6 block
CC(=O)Nc1ccc(NC(=O)CN2C(=O)COc3ccc(S(=O)(=O)N4CCCCC4)cc32)cc1	20	-12	8	-5	-7	-2	1	5
COc1cc(NC(=O)C2CCCN(S(=O)(=O)c3ccc4[nH]c(=O)ccc4c3)C2)cc(OC)c1 (stereo not drawn)	0	2	6	2	3	-4	3	-1
O=C(CSc1nnc(CNC(=O)c2ccco2)o1)Nc1cccc(C(F)(F)F)c1	7	-4	4	-14	-4	-1	2	-2
CCCN(C(=O)c1cccc(S(=O)(=O)N2CCN(C)CC2)c1)c1c(N)n(Cc2ccccc2)c(=O)[nH]c1=O	-23	-3	-5	-6	-2	-1	-7	-23
CCOC(=O)/C(C#N)=C/c1ccc(OCC(=O)Nc2ccc(C)c(C)c2)c(OC)c1	-41	-7	-7	-2	9	3	-59	-2
Cc1cc(OCC(=O)Nc2ccc(N3CCCC3)cc2)cc(C)c1Cl	2	26	9	-7	-13	12	-2	-2
CCCCN1CC(COCc2ccccc2)Oc2ccccc2S1(=O)=O (stereo not drawn)	0	19	11	.	16	9	1	.
O=C(N/N=C1\CCCc2c1[nH]c1ccc(Cl)cc21)c1ccncc1	-12	25	-5	-7	-9	-13	1	-15
Cn1cc(CN2C[C@]3(C)C[C@H]2CC(C)(C)C3)c(-c2ccc3c(c2)OCCO3)n1	5	1	8	1	-5	2	-7	4
CCOC(=O)N1CCN(C(=O)CN(c2ccc(OCC)cc2)S(C)(=O)=O)CC1	9	-8	-5	-5	-1	4	2	4

Sorted by length of the SMILES (descending): 3 of the compounds above.
SMILES	SENP8 block-1	Apaf-1 inh	PfG6PD inh	SENP8 block-2	HKDC1 inhibitor	SENP7 block	SENP1 FRET inh	SENP6 block
Cn1cc(CN2C[C@]3(C)C[C@H]2CC(C)(C)C3)c(-c2ccc3c(c2)OCCO3)n1	5	1	8	1	-5	2	-7	4
O=C(N/N=C1\CCCc2c1[nH]c1ccc(Cl)cc21)c1ccncc1	-12	25	-5	-7	-9	-13	1	-15
Cc1cc(OCC(=O)Nc2ccc(N3CCCC3)cc2)cc(C)c1Cl	2	26	9	-7	-13	12	-2	-2

Other compounds.
SMILES	SENP8 block-1	Apaf-1 inh	PfG6PD inh	SENP8 block-2	HKDC1 inhibitor	SENP7 block	SENP1 FRET inh	SENP6 block
O=C(O)c1ccc(CSCc2ccccc2F)o1	21	2	-28	-7	2	6	1	24
CCOC(=O)c1ccccc1NC(=O)c1cc2ccccc2o1	-24	17	4	-12	0	5	-4	8
CC1CN(C(C)C)C(=S)NC1=O (stereo not drawn)	-2	.	6	.	-9	.	1	.
CCOC(=O)/C(=C/c1ccc(OC(=O)c2ccccc2)cc1)C(C)=O	10	16	13	-3	26	5	2	17
CCOC(=O)c1c(C)[nH]c(C)c1C(=O)CSc1nc2ccccc2[nH]1	18	-2	-6	-2	8	1	4	-4
COc1ccccc1/C=N/NC(=O)c1ccc(=O)n(C)c1	-14	9	-3	1	-6	5	1	8
Cc1cccc(NS(=O)(=O)c2nnc(NC(=O)c3ccc(Cl)cc3)s2)c1	-84	19	-50	-2	7	15	0	-8
COc1ccc(N2CCN(C(=O)NCc3ccc(OC)c(OC)c3)CC2)cc1	22	6	-12	-14	-6	-4	0	-4
Cc1cc(Br)ccc1NC(=O)c1ccc(-n2cncn2)c([N+](=O)[O-])c1	8	5	49	11	3	-11	0	-5
CC1CN(C(=O)c2ccc(COc3ccc4ccccc4c3)o2)CC(C)O1 (stereo not drawn)	6	12	-4	5	-1	1	-1	-27
CC(=O)Nc1ccc(S(=O)(=O)NCc2ccc(C(=O)NCc3ccc4c(c3)OCO4)cc2)cc1	22	-1	7	10	8	3	2	14
COc1ccccc1NS(=O)(=O)c1cccc(NC(=O)c2ccc3ccccc3n2)c1	-4	0	3	-6	-9	3	-1	-1
CCC1S/C(=N/N=C/c2ccco2)N(Cc2ccccc2)C1=O (stereo not drawn)	26	2	5	4	1	-3	1	3
Cc1cc(C)nc(N(C#N)C(C)C(=O)N(C)C)n1 (stereo not drawn)	13	-6	-1	3	10	9	2	5
O=C1NN=C(c2ccccc2)C1Cc1ccccc1 (stereo not drawn)	6	.	11	.	0	.	-1	.
Cc1ccc2oc(=O)n(CCCOc3ccccc3)c2c1	33	18	9	-3	1	2	2	5
C=CCc1ccccc1OCCCCN1CCCC1	29	4	0	5	-12	3	0	-2
COc1ccc(CNC(=O)CCCNC(=O)c2ccc(Cl)cc2)cc1OC	9	1	-21	5	5	-2	-2	-4
Nc1ncc(Br)cc1S(=O)(=O)Nc1ccccc1F	-6	-3	-5	-8	-1	15	2	-13
Cc1cc(NC(=O)c2cc(C3CC3)on2)n(-c2ccccc2)n1	10	-6	-4	0	-2	5	-40	-8
COc1ccc(C(=O)CNc2cccc(F)c2)cc1	22	7	-15	13	-5	-8	0	17
CCOC(=O)C1=C(C)OC(N)=C(C#N)C1c1cccc(C)c1 (stereo not drawn)	-36	2	-2	1	21	3	-12	-15
COc1ccc2c(c1OC)C(=O)OC2Nc1ccc(S(=O)(=O)N=C(N)N)cc1 (stereo not drawn)	10	-3	-4	2	-2	6	5	-1
CCCC(=O)N1CCN(c2nc3ccc(Cl)cc3s2)CC1	12	5	10	-13	1	2	-2	-3
COc1ccc(-c2cc(-c3ccc(OC)cc3)c(C#N)c(SC)n2)cc1	i	3	9	2	-2	1	1	-33
O=C(CN1CCCSc2ccccc21)N1CCN(S(=O)(=O)c2cccc(F)c2)CC1	9	25	10	-13	-1	-2	2	-22
CC(=O)Nc1nonc1-c1nc2ccccc2n1Cc1ccccn1	-322	9	-2	-11	-1	-1	-2	-11
COc1ccc(/C=C(/NC(=O)c2cccc([N+](=O)[O-])c2)C(=O)O)cc1OC	16	-11	-15	6	-3	4	3	1
Cc1ccccc1NC(=O)CCc1c(C)nn(-c2ccc(N3CCCCC3)nn2)c1C	-54	3	1	-4	-4	-9	3	3
O=C(Nc1ccncc1)C1CCC(CNS(=O)(=O)c2cccc3nsnc23)CC1 (stereo not drawn)	11	-2	-6	-4	-7	-6	3	-9
CC1CCCCN1C(=O)Nc1cccc(Cl)c1 (stereo not drawn)	12	-16	-1	1	-3	-3	-50	6
CC(/C=C/c1ccccc1)=N\Nc1nc(-c2ccccc2)cs1	-38	9	18	-3	-7	17	2	5
Cc1ccc(C(=O)N2CCN(C34CC5CC(CC(C5)C3)C4)CC2)o1	11	-7	6	-10	-3	11	0	-7
O=S(=O)(/N=C(/c1ccccc1)N1CCOCC1)c1ccc(F)cc1F	18	7	-3	-8	1	-2	2	-11
Cc1cccc(CN2C(=O)CCSc3ccc(Cl)cc32)c1	10	13	-24	1	-3	-3	1	3
O=C(O)COc1ccc(Cl)cc1C1CCCCC1	25	.	-30	.	0	.	1	.
COCC1CCN(C(=O)c2oc3c(F)cccc3c2C)C1 (stereo not drawn)	10	7	14	7	-4	-5	1	5
Cc1ccc(S(=O)(=O)/N=C(/c2ccccc2)N(C)C)c(C)c1	1	1	13	-1	-4	-3	2	-13
CCc1ccc(C(=O)CSc2nc3cc(S(=O)(=O)N4CCOCC4)ccc3n2CC)cc1	11	16	17	-1	16	9	2	-4
Oc1cnn(-c2ccccc2)c1	11	-4	-6	5	-4	7	3	-19
Cc1nc2c(Cl)c(C)nn2c2c1CCC2	-48	-5	0	-11	0	-8	0	6
COc1ccccc1NC(=O)c1ccc2c(c1)OCO2	4	2	7	38	-3	51*	0	60*
COc1ccc(NC(=O)CN2CCC3(O)CCCCC3C2c2cc(OC)ccc2OC)cc1 (stereo not drawn)	18	-2	-4	0	-1	-1	-2	3
Cc1ccc(C(=O)N/C(=C/c2ccco2)C(=O)O)cc1	15	9	-6	-3	-10	7	3	-11
COc1ccc(CCNC(=O)c2ccc(CN3CCC(Cc4ccccc4)CC3)cc2)cc1	12	4	1	-5	-5	-3	1	-24
CCOCC(=O)N1CCN(c2ccc(F)cc2)CC1	16	-8	-10	-9	-1	2	3	-6
FC(F)(F)c1cnc(-c2cnc(-c3ccccn3)nc2)c(Cl)c1	10	10	-9	5	-6	23	0	30
CC(C)CC(=O)N1CCN(Cc2cccc([N+](=O)[O-])c2)CC1	19	-9	-11	-3	-5	-1	4	4
CC(=O)Nc1cc2c(cc1C(=O)c1ccc(C)cc1)OCCO2	19	2	-13	-6	-1	5	2	8
CC(C)(C)OC(=O)NNC(=O)c1ccc(Cl)cc1	11	-16	3	-2	-5	3	1	7
Cn1c(=O)oc2cc(S(=O)(=O)Nc3ccccc3)ccc21	7	-5	6	-2	15	-5	0	-20
Cc1ccccc1CSc1nc2c(c(=O)[nH]1)CCCC2	.	-4	.	-3	.	0	.	-8
CC(=O)Nc1ccc(NC(=O)c2cc(C)nn2-c2ccccc2)cc1	3	2	1	-11	-3	-13	0	-13

Of the compounds above, nine have fluorine:
SMILES	SENP8 block-1	Apaf-1 inh	PfG6PD inh	SENP8 block-2	HKDC1 inhibitor	SENP7 block	SENP1 FRET inh	SENP6 block
O=C(CSc1nnc(CNC(=O)c2ccco2)o1)Nc1cccc(C(F)(F)F)c1	7	-4	4	-14	-4	-1	2	-2
O=C(O)c1ccc(CSCc2ccccc2F)o1	21	2	-28	-7	2	6	1	24
Nc1ncc(Br)cc1S(=O)(=O)Nc1ccccc1F	-6	-3	-5	-8	-1	15	2	-13
COc1ccc(C(=O)CNc2cccc(F)c2)cc1	22	7	-15	13	-5	-8	0	17
O=C(CN1CCCSc2ccccc21)N1CCN(S(=O)(=O)c2cccc(F)c2)CC1	9	25	10	-13	-1	-2	2	-22
O=S(=O)(/N=C(/c1ccccc1)N1CCOCC1)c1ccc(F)cc1F	18	7	-3	-8	1	-2	2	-11
COCC1CCN(C(=O)c2oc3c(F)cccc3c2C)C1 (stereo not drawn)	10	7	14	7	-4	-5	1	5
CCOCC(=O)N1CCN(c2ccc(F)cc2)CC1	16	-8	-10	-9	-1	2	3	-6
FC(F)(F)c1cnc(-c2cnc(-c3ccccn3)nc2)c(Cl)c1	10	10	-9	5	-6	23	0	30
